Bioassay records from PubChem.
COUP-TFII inh = inhibitors of human COUP-TFII (NR2F2). P24468. HEK293T NGFI-A luciferase reporter, luminescence. inhibition, % at 8.6 µM. actives 0.7% (n = 370,000). AID 686940;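 active means inhibition above a per-plate cutoff, mean inhibition of test wells between control levels plus 3 SD, cut at about 38% in these data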;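 further: cells cotransfected with COUP-TFII expression vector driving the NGFI-A reporter; 0% = median of COUP-TF2 test wells and 100% = reporter-only cells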
Target sequence (P24468 whole entry, looked up): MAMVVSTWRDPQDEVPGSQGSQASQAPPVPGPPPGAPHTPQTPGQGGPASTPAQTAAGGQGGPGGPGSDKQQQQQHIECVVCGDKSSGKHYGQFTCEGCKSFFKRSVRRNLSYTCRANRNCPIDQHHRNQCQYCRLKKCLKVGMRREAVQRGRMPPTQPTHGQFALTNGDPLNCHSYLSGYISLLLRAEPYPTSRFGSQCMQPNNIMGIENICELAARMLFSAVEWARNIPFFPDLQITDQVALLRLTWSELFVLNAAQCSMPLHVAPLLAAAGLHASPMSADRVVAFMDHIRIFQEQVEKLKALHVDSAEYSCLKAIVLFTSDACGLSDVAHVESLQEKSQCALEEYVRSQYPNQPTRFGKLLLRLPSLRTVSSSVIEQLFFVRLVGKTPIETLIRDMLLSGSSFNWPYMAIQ
NOD2 RIPK2 PPI = NOD2-RIPK2 protein interaction inhibition. AID 624267. actives 0.38% (n = 360,000). inhibition, % at 4.98 µM. O43353. CHO BLA complementation NOD2-RIPK2, CCF4 ratio; in the data active means inhibition above about 21%;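 further: 0% = vehicle only and 100% = reference blocker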
TLR9-MyD88 block = blocks human TLR9 binding to MyD88. Q9NR96+Q99836. CHO BLA complementation TLR9-MyD88, CCF4 FRET ratio. inhibition, % at 4.98 µM. actives 0.21% (n = 340,000). AID 504734;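 active means inhibition above the mean over all tested compounds plus 3 SD, cut at about 21% in these data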;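 further: 0% = DMSO only wells and 100% = clavulanate BLA inhibitor control wells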
TROY signal inh = inhibitors of TROY-dependent NF-kB signaling; Q293 LMP1-TROYcd NF-kB luciferase reporter, 4 h; actives 0.98% (n = 360,000); inhibition, % at 10 µM;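 active means compounds whose plate-normalised and pattern-corrected inhibition of the luciferase reporter signal at the single screening dose is 50% or more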
LRH-1 inv ag = suppresses constitutive activity of human LRH-1 | AID 602396 | HEK293T StAR-luciferase reporter, LRH-1 transfected, 24 h | O00482 | actives 0.13% (n = 360,000) | inhibition, % at 3.6 µM;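 active means inhibition above the mean inhibition of all tested compounds plus 3 SD, cut at about 73% in these data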;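 further: 0% = DMSO wells and 100% = reporter-only cells lacking LRH-1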
Target sequence (O00482 whole entry, looked up): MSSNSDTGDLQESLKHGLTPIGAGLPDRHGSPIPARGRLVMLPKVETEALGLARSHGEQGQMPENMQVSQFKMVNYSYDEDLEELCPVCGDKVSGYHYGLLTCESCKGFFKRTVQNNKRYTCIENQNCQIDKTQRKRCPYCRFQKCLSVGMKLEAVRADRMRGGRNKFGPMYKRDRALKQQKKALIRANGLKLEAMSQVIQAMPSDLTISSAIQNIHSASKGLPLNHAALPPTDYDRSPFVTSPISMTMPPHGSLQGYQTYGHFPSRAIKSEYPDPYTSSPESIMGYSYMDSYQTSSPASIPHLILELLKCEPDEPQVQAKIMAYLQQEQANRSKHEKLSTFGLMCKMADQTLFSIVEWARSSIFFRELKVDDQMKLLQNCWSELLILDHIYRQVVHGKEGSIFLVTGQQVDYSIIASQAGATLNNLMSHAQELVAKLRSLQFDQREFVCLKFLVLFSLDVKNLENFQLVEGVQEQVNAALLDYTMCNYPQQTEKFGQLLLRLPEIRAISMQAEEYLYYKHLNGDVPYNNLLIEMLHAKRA
NCOA2 inhibitor = inhibits human steroid receptor coactivator 2. HEK293 GAL4-SRC2 luciferase reporter, luminescence. actives 0.17% (n = 370,000). AID 651957. inhibition, % at 9 µM. Q15596;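 active means inhibition above the mean inhibition of all tested compounds plus 3 SD, set per campaign, cut at about 52% in these data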;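 further: 0% = DMSO treated cells and 100% = cells given Gossypol at 36 µM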
TWEAK Fn14 block = blocks TWEAK-Fn14 interaction in a reporter cell assay; actives 2% (n = 360,000); inhibition, % at 10 µM; TWEAK-stimulated Fn14 reporter cells, luciferase luminescence, 8 h; in the data active means inhibition above about 50%
ABHD5 PLIN5 PPI = blocks binding of human ABHD5 to perilipin-5 | Q00G26+Q8WTS1 | Split G. princeps luciferase complementation, luminescence, 4 h | inhibition, % at 4 µM | actives 0.78% (n = 360,000) | AID 602281;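 active means inhibition above the mean inhibition across every tested compound plus 3 SD, cut at about 22% in these data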;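 further: 0% = DMSO only wells and the 100% control is not disclosed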
Exocytosis inh = lytic granule exocytosis inhibition; inhibition, % at 10 µM; TALL-104 LAMP-1 surface exposure, flow cytometry; cells stimulated with thapsigargin and PMA; AID 651702; actives 0.66% (n = 360,000);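 active means inhibition above about 55%, limit read from the data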
NCOA1 inh = human NCOA1 inhibition | Q15788 | HEK293 GAL4-SRC1 luciferase reporter, luminescence | inhibition, % at 3.6 µM | actives 0.12% (n = 360,000) | AID 588354;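 active means inhibition above the campaign mean plus 3 SD, with each screening campaign given its own cutoff, cut at about 60% in these data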;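 further: 0% = DMSO treated cells and 100% = gossypol at 36 µM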
SRC3 inh = human NCOA3 inhibition; HEK293 GAL4-SRC3 luciferase reporter, luminescence; inhibition, % at 3.6 µM; actives 0.17% (n = 360,000); AID 588352;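 active means inhibition above a per-campaign cutoff, the mean of all compounds plus 3 SD, cut at about 60% in these data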;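 further: 0% = DMSO-treated cells and 100% = gossypol-treated cells at 36 µM; higher means less SRC3-driven luciferase light from the GAL4 reporter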
Numbers without * were called inactive; . = not tested or not shown.

Values run as follows: COUP-TFII inh | NOD2 RIPK2 PPI | TLR9-MyD88 block | TROY signal inh | LRH-1 inv ag | NCOA2 inhibitor | TWEAK Fn14 block | ABHD5 PLIN5 PPI | Exocytosis inh | NCOA1 inh | SRC3 inh
CC1(C)CC(=O)C2=C(C1)N(c1ccccc1)C(=O)C(C(=O)OCc1ccccc1)C2 (stereo unspecified)
 : -5 | 1 | 7 | -18 | 11 | 5 | -1 | 1 | -1 | -11 | -5
COc1ccc(NS(=O)(=O)c2ccc3c(c2)CCC(=O)N3)c(OC)c1
 : . | -5 | -2 | 17 | -1 | . | -6 | 3 | -4 | 2 | 9
CN(Cc1ccccc1F)c1nc(-c2cccnc2)nc2ccccc12
 : -4 | 4 | 2 | 29 | 14 | 4 | 20 | 5 | 100* | -11 | 5
CCOc1ccc(C2/C(=C(\O)c3ccc4c(c3)OCCO4)C(=O)C(=O)N2Cc2cccnc2)cc1OCC (stereo unspecified)
 : -8 | -2 | -2 | 17 | -8 | -12 | -2 | -6 | 5 | 7 | -11
O=C(Nc1ccc(NC(=O)C2CC2)nc1)c1ccccc1F
 : -14 | 1 | 2 | -27 | -80 | -22 | -9 | -3 | -15 | -37 | -13
O=C(N/N=C/c1ccccn1)c1cccnc1
 : 0 | -3 | 6 | 4 | -5 | -16 | 9 | -2 | -8 | 10 | 3
CN(C)Cc1c(O)ccc2ccccc12
 : -12 | 0 | -5 | 33 | 11 | -13 | 20 | -3 | 3 | -36 | 11
COc1ncc(C2=CC(=O)CC(C)(C)C2)cn1
 : 1 | -6 | 0 | -3 | 30 | -6 | -11 | 8 | 22 | 0 | -2
Cc1ccc(-n2c(Cn3c(C)nc4ccccc43)n[nH]c2=S)cc1
 : 1 | 2 | 11 | 5 | -16 | 13 | 11 | -6 | 0 | -11 | 8
Cc1nnc(C)n1/N=C/c1cccc([N+](=O)[O-])c1
 : -9 | -4 | 5 | -8 | -3 | 15 | -3 | 1 | -1 | 4 | -2
O=C(COc1ccc(-n2cnnn2)cc1)Nc1ccc(F)c(F)c1
 : -4 | 0 | 1 | -18 | 1 | -14 | 5 | -1 | -11 | 9 | -3
CCn1cc(C(=O)N2CCN(c3ccccc3)CC2)c(=O)c2cc(S(=O)(=O)N3CCOCC3)ccc21
 : 5 | 2 | -5 | 8 | -13 | -12 | 7 | 7 | -7 | 5 | 8
COc1ccc(C(=O)N2CCN(C3CCCCC3)CC2)c(OC)c1
 : 4 | 9 | -5 | 7 | -8 | 1 | 4 | -7 | 6 | -2 | 11
CCCS(=O)(=O)n1nc(-c2ccc(OC)cc2OC)cc1N
 : 6 | 2 | 8 | -11 | -1 | -2 | -12 | 6 | 4 | -11 | -15
N/C(Cn1cncn1)=N\OC(=O)c1ccc(Cl)cc1Cl
 : -30 | -1 | -3 | -23 | -6 | -13 | -11 | -1 | -1 | -5 | 3
Cc1ccc(COc2ccc(-c3nnco3)cc2)cc1
 : -28 | -3 | 0 | -23 | -92 | -51 | -8 | -2 | -1 | -49 | -72
O=C(CCc1ccccc1)c1c(O)cc(O)cc1O
 : -7 | 1 | -1 | -29 | -13 | 1 | 2 | 0 | -3 | -23 | -27
Cc1ccc(S(=O)(=O)N2C[C@@H]3[C@H]4CC[C@H](C4)[C@@H]3[C@@H](C)[C@@H]2C2CCCCC2=O)cc1 (stereo partly specified)
 : -13 | -5 | -9 | -13 | 19 | 1 | 12 | 0 | -2 | 0 | 6
CC1C(=O)N(Cc2ccc(F)cc2)c2ccccc2N1C(=O)c1c(F)cccc1F (stereo unspecified)
 : 6 | -3 | -13 | 36 | -6 | 19 | 24 | -3 | 35 | -7 | -8
Cc1cccc(C(=O)N[C@H](C(=O)Nc2nc3ccccc3[nH]2)C(C)C)c1
 : -45 | 0 | -4 | 26 | 5 | 10 | 50 | -2 | 14 | -19 | 12
Cc1nc(COc2ccc(C(=O)NCc3ccccc3CN3CCCCC3)cc2)cs1
 : 2 | 2 | -7 | -25 | -36 | -8 | -4 | -14 | -6 | 7 | 8
CCOc1ccc(CCNC(=O)CN2CCN(Cc3ccccc3F)C2=O)cc1OCC
 : -4 | -9 | -9 | -7 | -5 | -21 | -1 | 1 | -2 | -9 | 13
O=S(=O)(CCN1CCOCC1)c1ccc(Oc2ccc(S(=O)(=O)CCN3CCOCC3)cc2)cc1
 : 27 | 10 | -4 | 27 | 13 | 19 | 3 | 0 | -7 | 6 | -8
CCOC(=O)c1cc(CC)sc1NC(=O)C1CC(=O)NN1Cc1ccccc1 (stereo unspecified)
 : -18 | 10 | 14 | 8 | 10 | -24 | 30 | -4 | -7 | -24 | 11
Cc1ccc(C)c(N2CCN(C(=O)CCc3nc(-c4ccccc4F)no3)CC2)c1
 : 1 | -9 | -8 | 18 | -38 | -2 | -5 | -1 | -11 | -12 | -16
CCCCCC(=O)N1C[C@H](n2cc(-c3ccc(F)cc3)nn2)[C@@H](O)C[C@@H]1c1ccc(Cl)cc1
 : 12 | -1 | 1 | 22 | -10 | 4 | 27 | -14 | 0 | 10 | -1
CCn1c(NC(C)=O)nc2ccccc21
 : 12 | 4 | 4 | -15 | -9 | -2 | -6 | -5 | -1 | -50 | 17
O=C(O)/C=C/C(=O)c1c(-c2ccccc2)[nH]c2ccccc12
 : 17 | -2 | -16 | 0 | 16 | -3 | 9 | 62* | 3 | -1 | -1
Cc1cccn2c(=O)c3cc(C(=O)NCc4ccco4)c(=N)n(CCOCCO)c3nc12
 : . | -8 | -3 | 1 | 1 | . | -25 | 18 | 2 | -14 | -11
Nc1ccc(Cl)c(S(=O)(=O)Nc2ccccc2Cl)c1
 : -10 | 9 | -4 | 2 | 0 | -9 | -5 | -4 | 0 | 1 | 16
CCC(=O)Nc1ccc(C(=O)N/N=C/c2cccnc2)cc1
 : 0 | -1 | 1 | 3 | -4 | -5 | -6 | 0 | -2 | -19 | 6
Cc1ccc(S(=O)(=O)NC(C)C(c2cccs2)N2CCOCC2)cc1 (stereo unspecified)
 : 12 | 0 | -1 | 8 | 6 | -17 | 13 | 3 | 0 | -3 | -1
O=C(CCC(=O)OCCCC(F)(F)C(F)(F)F)NC1CCCCC1
 : . | -7 | 10 | 4 | 15 | . | -9 | -4 | -3 | -10 | 16
Cc1cc(Cl)ccc1OCCCC(=O)N1CCCCC1
 : -36 | 3 | -7 | -55 | -72 | -64 | -54 | 7 | -4 | -51 | -48
CCCC(=O)Nc1nnc(S(=O)(=O)N(CC)c2ccccc2)s1
 : 16 | -2 | 0 | -9 | 6 | 4 | 10 | -8 | -6 | 2 | 3
CCc1ccc(S(=O)(=O)Nc2c(NC3CCCCC3)c3ccccc3oc2=O)cc1
 : . | 9 | 5 | 22 | -16 | . | 9 | -4 | -3 | 3 | -18
Cc1ccc(-n2c(C)cc(C(=O)CN3C(=O)C(=O)N(C4CCCC4)C3=O)c2C)cc1
 : 3 | -3 | 6 | 14 | -21 | 1 | 41 | -1 | -2 | -10 | 9
COc1ccc(-c2nc3nc(N)nn3cc2C)cc1F
 : 18 | -1 | 13 | -4 | 11 | -5 | 0 | 5 | -3 | -24 | 1
C/C(N)=C(/C#N)C(=O)COC(=O)CCS(=O)(=O)c1ccccc1
 : 4 | 0 | 7 | 8 | 3 | -29 | 8 | 2 | 1 | -7 | -12
CC(C)COc1ccc(C(=O)OCCN2CCOCC2)cc1
 : -2 | -6 | 7 | -62 | -5 | -12 | -31 | 4 | 2 | -15 | 0
C[C@@]12C(=O)N(Cc3ccc(-c4ccccc4)cc3)CC(=O)N1[C@H](/C=C/c1ccccc1)[C@@H]1C(=O)N(c3ccccc3)C(=O)[C@@H]12
 : 21 | 4 | -2 | 8 | 8 | -15 | 26 | -1 | -1 | 0 | 6
Cc1nc(Nc2ccccc2)sc1C(=O)c1ccccc1
 : 2 | 12 | . | -33 | -53 | -17 | -2 | -5 | 3 | -37 | -61
O=C(Nc1cccnc1)c1ccc(COc2ccccc2Br)cc1
 : -18 | 1 | -2 | 13 | -54 | -36 | 30 | -16 | 37 | -16 | -2
CCN(Cc1ccccc1OC)CC1CCCN(CCc2cccc(OC)c2)C1 (stereo unspecified)
 : -12 | 0 | -10 | 12 | -4 | 4 | -9 | 1 | 63* | 6 | 5
Cc1cccc(N2CCN(C(=O)c3cccc(N4C(=O)C5C6C=CC(C6)C5C4=O)c3)CC2C)c1 (stereo unspecified)
 : 14 | 3 | -14 | 21 | 12 | 18 | 20 | 3 | 5 | -25 | -9
COc1cc(/C=N/NC(=O)C2CCN(CC(O)COCc3ccccc3)CC2)cc(OC)c1OC (stereo unspecified)
 : -21 | -4 | -7 | -2 | -8 | -1 | 1 | 1 | -1 | -12 | 16
COCCn1c(SCc2ccc(F)cc2)nc2ccccc2c1=O
 : -1 | -5 | -4 | -8 | 14 | -46 | 11 | -7 | -3 | -24 | 1
FC(F)(F)c1cccc(NC(=S)N2CCCC2)c1
 : . | 9 | -1 | 14 | -1 | . | -5 | 2 | -12 | -13 | 8
Cc1cccc(-c2ncc(CN3CCN(CC(C)C)C(CCO)C3)cn2)c1 (stereo unspecified)
 : -19 | -1 | -14 | -22 | -14 | 10 | -19 | 0 | 1 | -17 | 3
COCCCN1C(=O)C(CC(=O)NC2CCCCC2)CC(C(=O)N2CCCCCC2)=C1C (stereo unspecified)
 : 6 | -18 | . | 18 | -23 | -10 | 12 | -10 | -9 | . | .
COC(=O)c1c(-c2ccccc2)csc1NC(=O)c1c(-c2ccccc2)noc1C
 : -53 | -8 | -2 | -18 | -55 | 17 | 5 | -8 | 5 | 15 | -41
O=C(NCc1n[nH]c(=S)n1-c1ccc(Cl)c(Cl)c1)c1ccco1
 : -3 | -8 | 7 | 5 | 13 | -7 | 10 | 6 | -2 | 3 | -7
CC(C)c1nc2c([nH]1)c(=O)n(C)c(=O)n2C
 : 12 | 4 | -8 | -3 | -13 | -20 | 5 | 7 | 6 | -2 | 0
CC(=O)Nc1c(Nc2ccccc2)c2ccccc2oc1=O
 : 1 | -13 | . | -6 | 9 | -2 | 8 | 3 | 1 | 15 | 12
O=C(NNC(=S)Nc1ccccc1)c1cc(Br)ccc1Cl
 : -10 | -4 | -4 | -11 | 24 | -35 | 5 | -3 | -2 | 1 | -12
Oc1ccccc1CN1CCCN(Cc2ccccc2O)C1
 : -9 | 2 | -10 | 3 | -6 | 12 | 1 | 1 | 1 | 8 | 4
CCN(Cc1ccncc1)Cc1c(O)ccc2ccccc12
 : 16 | 8 | -5 | -8 | 21 | -32 | 8 | 8 | 2 | -11 | 11
C=CCn1c(SCc2nc3ccccc3c(=O)[nH]2)nc2ccccc2c1=O
 : 6 | -10 | -2 | 22 | 1 | 9 | 25 | 0 | -3 | -3 | 2
Cc1ccccc1N1C(=O)C2C3C=CC(C2C1=O)N(C)C3=O (stereo unspecified)
 : -1 | -4 | -8 | -7 | 2 | -6 | 1 | 3 | -2 | 3 | 4

Only part of the results is shown. The share of hits here may be higher or lower than overall.
